NR2E3 ag-1: human photoreceptor-specific nuclear receptor agonism. Q9Y5X4. CHO-S Gal4-NCOR/VP16-NR2E3 two-hybrid, luciferase. inhibition of corepressor binding, % at 3.98 µM. 360,000 tested, 0.35% active. AID 602229;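 active = inhibition above the mean of all tested compounds plus 3 SD, cut at about 70% in these data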;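 also: 0% = DMSO with NR2E3 transfected cells and 100% = cells lacking NR2E3 construct; higher means lower luciferase signal from less NR2E3 corepressor binding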
Target sequence (Q9Y5X4 whole entry, looked up, the tested form may be a part): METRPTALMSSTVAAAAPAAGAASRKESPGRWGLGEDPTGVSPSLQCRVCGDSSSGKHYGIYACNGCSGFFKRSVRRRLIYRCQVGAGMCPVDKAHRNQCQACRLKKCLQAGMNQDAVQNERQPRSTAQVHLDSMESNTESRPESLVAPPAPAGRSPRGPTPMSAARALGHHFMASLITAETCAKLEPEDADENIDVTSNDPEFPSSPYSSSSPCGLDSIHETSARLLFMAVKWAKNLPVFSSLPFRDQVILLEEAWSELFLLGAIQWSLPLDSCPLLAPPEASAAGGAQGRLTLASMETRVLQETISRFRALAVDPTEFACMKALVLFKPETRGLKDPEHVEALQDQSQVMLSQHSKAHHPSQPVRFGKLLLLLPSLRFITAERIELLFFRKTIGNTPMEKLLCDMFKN
MITF TRPM1 inh: inhibitors of MITF-driven TRPM1 promoter in melanoma cells; 330,000 tested, 0.83% active; inhibition, % at 12.5 µM; SK-MEL-5 TRPM1 promoter luciferase, 24 h;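 active = mean inhibition across replicates of 60% or more, whatever share of single replicates reaches that level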; also: values of inactives mirror those of a sister screen read the other way
NR2E3 ag-2: activates human photoreceptor nuclear receptor NR2E3; inhibition of corepressor binding, % at 4.78 µM; Q9Y5X4; AID 2300; GST-NR2E3/biotin-RetCOR TR-FRET, 1536-well; 320,000 tested, 0.12% active;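 active = percent inhibition above the cutoff of mean plus 3 SD of all tested compounds, set per screening campaign, cut at about 20% in these data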;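 also: 0% = DMSO wells and 100% = biotin wells as full block of FRET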
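Test system: GST-NR2E3 and biotin-RetCOR proteins | Quantity: 1.35 nM GST-tagged NR2E3 final | Medium: Tris pH 7.5 | Also added: 7 nM biotin-RetCOR | Dosing: Compound at 4.8 µM, single dose | Timing: 5 h at 4 °C | Detection: Time-resolved FRET | Read-out basis: Percent inhibition | Benchmarks: Biotin wells as high control, 0.6% DMSO wells as low control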
HIF-2a block: inhibitors of HIF-2a; 786-0 RCC cells HIF-2a reporter, luciferase luminescence, overnight; inhibition, % at 18.8 µM; 360,000 tested, 0.72% active; AID 624352;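 active = inhibition of the luminescence signal of 40% or more relative to plate controls, in a single-dose primary screen at 18.75 µM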
PDI turbidity: PDI (human) enzyme inhibition. P07237. PDI insulin aggregation turbidity, A650, 90 min. inhibition, % at 10 µM. 350,000 tested, 0.052% active;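 active = mean inhibition across replicates of 30% or more, whatever share of single replicates reach that level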;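 also: absorbance from insulin aggregation driven by PDI reduction with DTT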
Target sequence (P07237 whole entry, looked up): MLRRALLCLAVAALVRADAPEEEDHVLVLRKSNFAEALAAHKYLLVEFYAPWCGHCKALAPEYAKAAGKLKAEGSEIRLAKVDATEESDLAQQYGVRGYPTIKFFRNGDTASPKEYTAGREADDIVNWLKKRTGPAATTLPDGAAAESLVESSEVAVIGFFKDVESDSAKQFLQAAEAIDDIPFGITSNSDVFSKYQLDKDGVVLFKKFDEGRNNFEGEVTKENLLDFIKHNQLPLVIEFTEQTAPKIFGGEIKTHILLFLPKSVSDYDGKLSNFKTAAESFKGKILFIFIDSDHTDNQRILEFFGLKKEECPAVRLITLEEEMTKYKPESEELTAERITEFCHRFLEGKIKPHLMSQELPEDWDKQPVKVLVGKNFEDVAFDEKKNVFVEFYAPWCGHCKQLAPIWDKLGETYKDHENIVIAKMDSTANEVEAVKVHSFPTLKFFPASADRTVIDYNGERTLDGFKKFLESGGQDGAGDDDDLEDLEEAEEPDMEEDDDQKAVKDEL
CF NFkB block: inhibitors of cystic fibrosis induced NF-kB. KKLEB NF-kB-GFP reporter, PAF-induced, GFP fluorescence overnight. inhibition, % at 5 µM. 360,000 tested, 0.86% active. AID 588850;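 active = at least 50% inhibition at 5 µM, scaled per plate between neutral and stimulator controls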;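 also: PAF is a Pseudomonas aeruginosa culture filtrate used as stimulus; plate controls were PAF-stimulated DMSO wells for no effect and unstimulated DMSO wells for full effect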
Vif inh: HIV Vif inhibition; HEK293T cells, Vif self-association by quenched fluorescence, imaging, 24 h; 340,000 tested, 0.35% active; inhibition, % at 7.49 µM; in the data active = inhibition above about 50%, passing the limit was not always enough; also: some results filed as inactive read as strong as hits
Shn3 inh set2: Schnurri-3 reporter inhibition in Clone20 osteoblasts. inhibition, % at 12.5 µM. 360,000 tested, 0.52% active. AID 588674. Clone20 osteoblast Shn3 3'UTR firefly luciferase, 24 h;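 active = mean inhibition of at least 75% with every replicate also reaching 75%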;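 also: 0% = median of neutral control wells and 100% = pilot-screen positive control compound; some compounds past the cut are filed as inactive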
Peg3 promoter: Peg3 promoter activity inhibition. AID 588405. inhibition, % at 20 µM. HeLa PEG-Prom luciferase reporter, luminescence, overnight. 360,000 tested, 1.7% active;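 active = inhibition of at least 50% at 20 µM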
CaV13 ICDI inh: Primary screen for inhibitors of IQ motif and Ca2+-dependent inactivation inhibitor domain binding in CACNA1D, Förster resonance energy transfer in living cells, …. AID 743397. HEK cells, CFP/YFP FRET ICDI-IQ, plate reader, 10 min; percent FRET-ratio fall versus neutral wells. inhibition, % at 12.3 µM. 340,000 tested, 0.098% active;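 active = mean replicate inhibition of at least 30% and at least 1% of replicates passing that level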;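 also: 0% = median of the neutral control wells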
KKLEB cytotox: counter-screen for CF NF-kB inhibitors: cytotoxicity | KKLEB CF airway cells viability, ATPlite luminescence, overnight; hits give low values; cells stimulated with P. aeruginosa culture filtrate | AID 602141 | 360,000 tested, 0.36% active | activity change (cytotoxicity), % at 5 µM;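 active = corrected activity change at or below -50% at 5 µM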
* hit, by the source's call; · = no result given.

SMILES	NR2E3 ag-1	MITF TRPM1 inh	NR2E3 ag-2	HIF-2a block	PDI turbidity	CF NFkB block	Vif inh	Shn3 inh set2	Peg3 promoter	CaV13 ICDI inh	KKLEB cytotox
CS(=O)(=O)Nc1ccc(C(=O)Nc2ccccc2C(=O)N2CCCC2)cc1	-13	11	-2	16	-1	14	-2	-14	10	-6	0
O=C(NCC1CCOCC1)c1ccc(-c2ccc(F)c(F)c2)c2ccoc12	-17	·	·	-32	-25	-13	-11	10	-16	-5	9
CCN1CCN(S(=O)(=O)c2ccc(C(=O)Nc3sc4c(c3C(N)=O)CCN(CC)C4)cc2)CC1	14	-7	-4	15	3	-6	·	7	12	-6	-10
COc1ccc(C=NNc2nc3ccccc3s2)cc1	-138	11	·	-4	2	-2	-1	33	-66	-6	-17
O=C(NC(Cc1c[nH]c2ccccc12)C(=O)O)/C(=C/c1ccco1)NC(=O)c1ccccc1 (stereo unspecified)	7	10	-2	18	1	5	4	11	11	-7	15
COC(=O)c1ccncc1C(=O)Nc1ccc(F)cc1	6	-10	1	14	0	-17	-4	4	-1	·	14
COc1ccccc1N1CCN(C(=O)c2cc(-c3ccc4c(c3)OCO4)on2)CC1	-12	4	8	-24	-4	2	6	-14	12	-7	8
CC1(C(=O)Nc2cnc3ccccc3c2)CCN1Cc1ccccc1OC(F)F (stereo unspecified)	-9	·	·	-16	1	5	-24	28	20	-6	-1
Cc1ccccc1N=C(NO)c1nonc1N	-7	-4	2	16	-12	20	-1	-11	7	-4	8
CCN(CC)CCN1C(=O)C(=O)/C(=C(/O)c2ccc(S(=O)(=O)N3CCOCC3)cc2)C1c1ccc(Cl)cc1 (stereo unspecified)	-34	4	3	-4	4	-3	-1	-6	6	-2	2
CC(=O)Nc1ccc(NC(=O)COC(=O)C2CCC(C(C)(C)C)CC2)cc1 (stereo unspecified)	-28	1	·	-5	2	-23	19	18	-6	-5	9
C[C@@H]1CN([C@@H](C)CO)C(=O)CCCn2nncc2CO[C@@H]1CN(C)C(=O)Cc1ccccc1	-22	·	·	3	4	15	-2	-2	-5	-6	2
Nc1nc2nc(-c3ccc(Cl)cc3)cc(C(F)(F)F)n2n1	8	-8	3	-81	0	-24	12	1	-21	0	10
C[C@H](CO)N1C[C@H](C)[C@@H](CN(C)C(=O)Nc2ccc3c(c2)OCO3)Oc2ccc(NC(=O)CCC(F)(F)F)cc2C1=O	-24	1	·	4	1	23	-2	-8	5	-4	-9
CC(C)(C)C(=O)c1sc(Nc2ccccc2)nc1N	-74	-129	2	-241	9	33	-3	-79	-194	-7	-17
CC1CC1C(=O)OCC(=O)Nc1cccc(S(=O)(=O)NC2=NCCCCC2)c1 (stereo unspecified)	3	-4	0	4	-5	-20	-3	4	-5	-2	1
COc1c[nH]n(-c2ccccc2)c(=O)c1=O	-58	3	0	13	-1	8	6	-12	9	-5	-12
CCc1cc2c(C)ccc(C)c2nc1SCC(=O)Nc1c[nH]c(=O)[nH]c1=O	-29	-1	3	15	2	-4	-7	7	8	-4	-8
Cc1cc([N+](=O)[O-])ccc1NCc1cccc2ccccc12	-12	9	0	-11	2	-21	·	32	15	-10	5
CCCCCCc1nc2c(=O)[nH]c3ccccc3c2o1	-22	-19	1	-10	1	16	-4	-9	-25	-4	-20
CCOC(=O)N1CCN(C(=O)c2ccc3c(c2)NC(=O)/C(=C\c2ccc(OC)c(OC)c2)S3)CC1	20	-20	-2	8	-2	34	6	2	29	-4	-10
CCOc1ccc(/C(O)=C2/C(=O)C(=O)N(CC3CCCO3)C2c2ccco2)cc1 (stereo unspecified)	-36	0	5	-9	4	9	16	6	-12	-3	-4
O=C(Nc1nc2nccc(-c3ccccc3)n2n1)c1ccc(F)cc1	-25	-4	-1	0	9	18	-2	-10	-6	-19	-6
Cc1ccc(OCC(=O)O/N=C(\N)Cc2ccc(Cl)cc2)cc1	-18	0	1	11	-6	-11	·	9	15	-2	0
COc1ccc([N+](=O)[O-])cc1N(CC(=O)Nc1ccccc1C(=O)N1CCOCC1)S(C)(=O)=O	21	5	0	4	-5	-28	1	21	16	-6	6
SMILES	NR2E3 ag-1	MITF TRPM1 inh	NR2E3 ag-2	HIF-2a block	PDI turbidity	CF NFkB block	Vif inh	Shn3 inh set2	Peg3 promoter	CaV13 ICDI inh	KKLEB cytotox
CCOC(=O)C(Cc1ccccc1)NS(=O)(=O)c1ccc(NC(C)=O)cc1 (stereo unspecified)	1	2	1	10	6	9	11	2	3	-4	1
CCC(=O)N1CCc2cc(Br)cc(S(=O)(=O)NCCN3CCCCC3CC)c21 (stereo unspecified)	-24	16	1	10	-1	6	-1	1	4	-4	-4
Cc1ccc(-c2c(NC(=O)C(C)C)n(C)c3ccccc3c2=O)cc1	-14	-3	·	4	7	-9	-11	-32	-5	-5	9
COc1ccc(NC(=O)C(C)Sc2nnc3c4c(nc(-c5ccc(OC)cc5)n23)CC(C)(C)OC4)cc1 (stereo unspecified)	-8	-3	0	20	-2	-9	-16	-7	19	-2	9
Cc1cccc(N2CCN(CC(=O)Nc3ccc(S(=O)(=O)N4CCOCC4)cc3)CC2)c1C	47	16	5	22	1	-24	-23	77	-42	-3	-4
O=C(c1ccco1)N1CCN(C(=O)c2nn3cccnc3c2Cl)CC1	13	1	1	-9	0	-1	1	4	7	-4	0
CCc1nc2ccc(C(=O)Nc3ccc(C(=O)N(C)C)cc3)cn2c1N(C)CCCc1ccccc1	-26	·	·	6	6	15	3	1	15	-5	3
COc1ccccc1C(=O)Nc1sc(C(=O)N2CCCC2)c(C)c1C#N	10	-8	0	3	-4	3	-2	-1	9	-7	8
COc1ccc(OC)c(NC(=O)C2CCN(S(=O)(=O)c3c(C)noc3C)CC2)c1	3	9	-1	9	15	-6	·	11	-7	·	-1
COc1ccc(C2CC(c3cccs3)=NN2S(=O)(=O)c2ccc(C)cc2)cc1 (stereo unspecified)	-19	-6	-1	-3	-11	18	·	37	9	-5	3
O=S(=O)(c1c(Cl)sc(Cl)c1Br)N1CCCC1	3	-3	3	0	8	11	9	1	10	-19	-8
COCCNC(=O)CSc1nc2cc(OC)c(OC)cc2c(=O)n1Cc1ccco1	-3	-12	-5	1	3	1	-11	2	9	-6	5
Cc1cc(NC(=O)C(C)N2C(=O)c3ccccc3S2(=O)=O)no1 (stereo unspecified)	13	5	0	16	-9	-16	6	16	2	-15	19
CCCC(CCC)C(=O)Nc1ccc2c(c1)N(C(=O)CN1CCN(C)CC1)c1ccccc1CC2	12	-27	1	15	-8	4	-4	12	-7	0	-10
COc1ccc(-c2nnc(NC(=O)c3ccc(S(=O)(=O)N4COCC4(C)C)cc3)o2)cc1	29	30	-2	4	-2	4	5	64	23	·	3
COc1cc(C(=O)COC(=O)c2ccncc2)cc(OC)c1OC	6	-6	·	14	11	16	-7	-5	-11	-7	-18
CS(=O)(=O)Nc1ccc(C(=O)NCCSc2ccc(Cl)cc2)cc1	-11	1	-1	22	-2	6	-2	-14	8	-19	-10

12 compounds from above, arranged by number of heavy atoms, ascending.
SMILES	NR2E3 ag-1	MITF TRPM1 inh	NR2E3 ag-2	HIF-2a block	PDI turbidity	CF NFkB block	Vif inh	Shn3 inh set2	Peg3 promoter	CaV13 ICDI inh	KKLEB cytotox
O=S(=O)(c1c(Cl)sc(Cl)c1Br)N1CCCC1	3	-3	3	0	8	11	9	1	10	-19	-8
CS(=O)(=O)Nc1ccc(C(=O)NCCSc2ccc(Cl)cc2)cc1	-11	1	-1	22	-2	6	-2	-14	8	-19	-10
Cc1ccc(-c2c(NC(=O)C(C)C)n(C)c3ccccc3c2=O)cc1	-14	-3	·	4	7	-9	-11	-32	-5	-5	9
COc1ccccc1C(=O)Nc1sc(C(=O)N2CCCC2)c(C)c1C#N	10	-8	0	3	-4	3	-2	-1	9	-7	8
CCOC(=O)C(Cc1ccccc1)NS(=O)(=O)c1ccc(NC(C)=O)cc1 (stereo unspecified)	1	2	1	10	6	9	11	2	3	-4	1
COc1ccc(C2CC(c3cccs3)=NN2S(=O)(=O)c2ccc(C)cc2)cc1 (stereo unspecified)	-19	-6	-1	-3	-11	18	·	37	9	-5	3
COc1ccc(OC)c(NC(=O)C2CCN(S(=O)(=O)c3c(C)noc3C)CC2)c1	3	9	-1	9	15	-6	·	11	-7	·	-1
COCCNC(=O)CSc1nc2cc(OC)c(OC)cc2c(=O)n1Cc1ccco1	-3	-12	-5	1	3	1	-11	2	9	-6	5
COc1ccc(-c2nnc(NC(=O)c3ccc(S(=O)(=O)N4COCC4(C)C)cc3)o2)cc1	29	30	-2	4	-2	4	5	64	23	·	3
Cc1cccc(N2CCN(CC(=O)Nc3ccc(S(=O)(=O)N4CCOCC4)cc3)CC2)c1C	47	16	5	22	1	-24	-23	77	-42	-3	-4
CCCC(CCC)C(=O)Nc1ccc2c(c1)N(C(=O)CN1CCN(C)CC1)c1ccccc1CC2	12	-27	1	15	-8	4	-4	12	-7	0	-10
CCc1nc2ccc(C(=O)Nc3ccc(C(=O)N(C)C)cc3)cn2c1N(C)CCCc1ccccc1	-26	·	·	6	6	15	3	1	15	-5	3

High-throughput results (PubChem)
